PostGolgi yeast – growth inhibition of a yeast mutant, post-Golgi transport screen | post-Golgi transport phenotypic cell assay | inhibition, % at 10 µM | 0.9% of 98,000 active;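 also: yeast cells grown in 1536-well plates; yeast grown about 18 h at 30C before absorbance read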
Pyk2 oligo antag – blocks oligomerization of human Pyk2 in cells; Q293 cells, Pyk2 FERM NanoBiT luminescence; active compounds read low; 0.83% of 99,000 active; AID 1347419; Q14289; z-score (the deposit names both 25 µM and 10 µM);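 active = Z-score of -3 or lower, scaled per plate to the spread of control and sample wells; inactive = z-score above -3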;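 also: negative z-score means lost luminescence so less FERM oligomerization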
CYP2C9 inhib – human CYP2C9 inhibition | inhibition, % at 5 µM | AID 777 | P11712 | 20% of 96,000 active | CYP2C9 Supersomes, luciferin-H conversion, luminescence;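 active = blocking of liver enzyme CYP2C9 beyond about 50% at 5 µM, limit read from the data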; also: values of inactives mirror those of a sister screen read the other way
PTPN22 act – increases human PTPN22 phosphatase activity. Q9Y2R2. recombinant LYP, DiFMUP fluorescence; 0 = plate median, 100 = signal doubled. activation, % at 2 µM. 0.11% of 96,000 active. AID 697;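 active = activation at 2 µM above a set limit, the mean plus 5 SD, cut at about 37% in these data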
Target sequence (Q9Y2R2 whole entry, looked up): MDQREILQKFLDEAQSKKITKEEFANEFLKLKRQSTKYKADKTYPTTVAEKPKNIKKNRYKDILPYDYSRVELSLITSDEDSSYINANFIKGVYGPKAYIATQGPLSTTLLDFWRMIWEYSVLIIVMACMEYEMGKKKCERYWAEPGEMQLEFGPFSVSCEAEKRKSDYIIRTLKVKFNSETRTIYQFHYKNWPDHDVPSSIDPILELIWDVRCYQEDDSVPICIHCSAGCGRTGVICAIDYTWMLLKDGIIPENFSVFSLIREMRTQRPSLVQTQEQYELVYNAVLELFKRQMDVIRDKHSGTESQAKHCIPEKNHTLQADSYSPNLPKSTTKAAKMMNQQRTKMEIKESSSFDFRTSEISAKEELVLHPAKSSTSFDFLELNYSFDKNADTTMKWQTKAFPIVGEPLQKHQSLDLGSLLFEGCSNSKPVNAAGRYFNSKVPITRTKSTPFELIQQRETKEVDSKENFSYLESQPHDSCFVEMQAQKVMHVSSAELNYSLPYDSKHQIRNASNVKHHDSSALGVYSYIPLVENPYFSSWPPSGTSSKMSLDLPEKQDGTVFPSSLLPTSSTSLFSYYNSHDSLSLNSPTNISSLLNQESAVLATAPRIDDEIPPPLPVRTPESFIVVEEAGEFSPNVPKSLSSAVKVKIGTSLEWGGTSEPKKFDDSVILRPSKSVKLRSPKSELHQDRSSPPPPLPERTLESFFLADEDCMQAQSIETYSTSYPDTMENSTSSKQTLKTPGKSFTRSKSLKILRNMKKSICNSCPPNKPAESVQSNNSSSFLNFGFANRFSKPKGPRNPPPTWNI
CYP2C9 activ – increases human cytochrome P450 2C9 activity | recombinant CYP2C9, luciferin-H conversion, luminescence; active compounds read high; factor 1 = untreated enzyme, 0 = blocked | activation factor at 5 µM | 1.4% of 96,000 active | AID 1024;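 active = activation factor of 2 or more for CYP2C9 at a 5 µM dose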;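 also: 0 = sulfaphenazole-blocked wells and 1 = vehicle-only wells; values of inactives mirror those of a sister screen read the other way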
PostGolgi ctrl – yeast control strain growth, post-Golgi counter-screen | 5% of 98,000 active | inhibition, % at 10 µM | efflux-deficient yeast background strain, growth absorbance A615, 16 h
DAT uptake mod – modulates human dopamine transporter uptake under cocaine | Q01959 | LLC-PK1 hDAT cells, [14C]-dopamine uptake with cocaine IC80; actives deviate in either direction | B-score at 10 µM | 1.3% of 110,000 active;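 active = Z score or B-score, a plate-position-corrected score, falls beyond the plate's 99.7% confidence bounds, in either direction; inactive = both scores lie inside the 99.7% bounds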;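 also: scored against the spread of the other compound wells on the same plate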
PTPN22 inh 2 – inhibitors of human LYP (PTPN22) phosphatase; 0.21% of 96,000 active; Q9Y2R2; inhibition, % at 2 µM; recombinant LYP catalytic domain, DiFMUP fluorescence;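 active = inhibition at 2 µM at or above a set limit, the screen mean plus 3 SD, cut at about 24% in these data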;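 also: 0% = DMSO with enzyme and 100% = enzyme fully blocked by orthovanadate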
Ecoli WT expand – growth inhibitors of E. coli BW25113 wild type | OD600 absorbance | growth inhibition, % at 100 µM | 0.15% of 98,000 active;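 active = growth inhibition above about 50% at one test dose, limit read from the data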;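 also: growth measured after 20 h incubation at 37 °C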
* = called active by the depositor; x = no result given. Rule as the data show it, unless noted: active = inhibition above about 30%; inactive = the rest.

SMILES	PostGolgi yeast	Pyk2 oligo antag	CYP2C9 inhib	PTPN22 act	CYP2C9 activ	PostGolgi ctrl	DAT uptake mod	PTPN22 inh 2	Ecoli WT expand
CC1(c2ccccc2)NC(=O)N(CCN2C(=O)c3ccccc3C2=O)C1=O (centres undefined)	1	0.34	67*	3	0.3	5	-0.16	-3	-9
CN(C)/N=C/c1c(O)ccc2ccccc12	0	0.66	9	8	0.9	3	-1.6	-13	13
CCCCNC(=O)c1onc(CSc2cccc(Cl)c2)c1C(=O)O	2	x	84*	-18	0.2	14	-0.084	21	-7
Cc1c(NC(=O)c2cc(=O)[nH]c3ccccc23)c(=O)n(-c2ccccc2)n1C	-5	0.01	-7	-1	1.1	7	0.32	2	-1
COc1ccc(C2N(c3ccccn3)C(=O)C3CCCN32)c(OC)c1 (centres undefined)	7	0.77	16	-5	0.8	5	-1	4	4
CC1C[C@@]2(NC(=O)NC2=O)C(C)CN1C (some centres undefined)	-4	-0.45	x	2	x	-14	-0.9	-6	-4
COc1ccc(Cl)c(Cn2c(NCC(C)O)nc3c2c(=O)n(C)c(=O)n3C)c1 (centres undefined)	1	1.4	15	1	0.8	1	0.13	-2	1
COC(=O)c1ccccc1NC(=O)Cn1c(CCC(=O)O)ccc1-c1cccs1	2	0.61	33	35	0.7	17	-0.97	-37	-3
O=C(NCCN1CCN(C(=O)Nc2ccccc2)CC1)Nc1ccccc1	-12	x	-4	8	1	7	-0.031	-11	4
CCOC(=O)NCCc1ccc(OC)cc1	-2	2.3	64*	x	0.4	5	-0.68	x	5
Cc1occc1C(=O)N1CCN(c2ccc(Cl)c(Cl)c2)CC1	12	-0.61	83*	-6	0.2	18	-0.8	2	9
COc1ccc(C2(CNC(C)=O)CCCC2)cc1OC	0	-0.34	3	-2	1	14	-1.6	3	-10
COc1ccc(C2/C(=C(\O)c3ccc4c(c3)OCCO4)C(=O)C(=O)N2CCCN(C)C)cc1 (centres undefined)	1	0.04	-4	1	1	-1	0.73	-2	7
CC(C)CCNC(=O)COC(=O)c1ccc(Br)o1	-3	-0.2	26	1	0.7	15	-0.75	-6	7
CS(=O)(=O)N1CCC(c2noc(-c3ccc(C(F)(F)F)cc3)n2)CC1	8	1.3	9	x	0.9	6	-0.014	x	0
CSc1nc(Sc2ccccc2)c2ccccc2n1	2	0.1	85*	11	0.2	-1	0.18	-7	0
Cc1cc(NCCO)c2ccccc2n1	6	-0.41	2	10	1	1	x	-7	3
COc1ccc(OC)c(Nc2ncnc3ccccc23)c1	25	-0.62	16	3	0.8	-1	-1	1	1
CCOC(=O)c1cccc(NC(=O)/C(=C\c2ccccc2)NC(=O)c2ccccc2Cl)c1	-4	0.35	56*	1	0.4	6	-0.56	3	-12
CCn1c(=N)n(CCO)c2ccccc21	-1	0.2	-1	x	1	-4	-0.015	x	-15
COc1cc(/C=N\Nc2nc3ccccc3o2)cc(OC)c1OC	x	-1.6	x	-3	x	x	0.68	2	x
CCC(OC(=O)CCc1nc2ccccc2[nH]c1=O)C(=O)c1ccccc1 (centres undefined)	0	0.23	79*	1	0.2	-6	1.5	-1	-1
COc1ccc(CC(=O)N2CC(C)CC(C)C2)cc1 (centres undefined)	4	0.04	-3	1	1	23	0.35	-1	-7
Cc1nnc(-n2ncc(C#N)c2N)c2nn(-c3cccc(Cl)c3)c(C)c12	x	0.4	x	-12	x	x	0.65	13	x
O=C(NCc1ccc(F)cc1)c1cc2ccccn2n1	2	x	0	x	1	11	0.18	x	13
O=C(Cc1ccccc1)NC(NCCCN1CCOCC1)(C(F)(F)F)C(F)(F)F	13	1.1	18	-3	0.8	-2	-0.89	0	0
CCOC(=O)c1cc(-c2ccc(C)cc2)n(CCC(=O)NCCCOC)c1C	-7	-0.57	100*	6	0	-1	0.096	-5	-1
CC(CN1CCOCC1)OC(=O)c1cccs1 (centres undefined)	1	0.75	-22	9	1.2	2	0.23	-8	1
CCOC(=O)CNC(=O)c1ccccc1	4	0.67	4	16	1	-1	-1.1	-16	7
CCc1ccc(NC(=O)C(C)Nc2ccc(S(=O)(=O)NC(C)=O)cc2)cc1 (centres undefined)	-3	0.25	10	-6	0.9	9	-0.18	4	-8
COc1ccccc1-n1c(SCC(=O)NC2CCCC2)nc2cccnc21	4	-0.49	20	3	0.8	1	0.66	-5	-4
Cc1ccc(C(=O)Oc2cc(C)n(C)c(=O)c2)cc1	1	-1.5	-1	2	1	-2	0.34	0	-7
CCOCCCNS(=O)(=O)Cc1ccccc1	-3	-0.21	-2	9	1	4	-0.16	-12	5
Cc1ccc(/C=N\n2c(-c3ccccc3)n[nH]c2=S)s1	-2	-0.86	14	-11	0.9	7	-0.75	14	2
Cc1ccc(-n2c(C)cn(C(=O)c3ccccc3)c2=S)cc1	x	-0.21	x	-18	x	x	0.27	20	x
O=C(CSc1nnc(CCc2nc3ccccc3[nH]2)n1-c1ccccc1)NCc1ccccc1	x	1.5	x	-3	x	x	0.36	2	x

Reprinted at random: 5 entries already listed, in no set order.
SMILES	PostGolgi yeast	Pyk2 oligo antag	CYP2C9 inhib	PTPN22 act	CYP2C9 activ	PostGolgi ctrl	DAT uptake mod	PTPN22 inh 2	Ecoli WT expand
Cc1ccc(C(=O)Oc2cc(C)n(C)c(=O)c2)cc1	1	-1.5	-1	2	1	-2	0.34	0	-7
CSc1nc(Sc2ccccc2)c2ccccc2n1	2	0.1	85*	11	0.2	-1	0.18	-7	0
CN(C)/N=C/c1c(O)ccc2ccccc12	0	0.66	9	8	0.9	3	-1.6	-13	13
Cc1nnc(-n2ncc(C#N)c2N)c2nn(-c3cccc(Cl)c3)c(C)c12	x	0.4	x	-12	x	x	0.65	13	x
Cc1c(NC(=O)c2cc(=O)[nH]c3ccccc23)c(=O)n(-c2ccccc2)n1C	-5	0.01	-7	-1	1.1	7	0.32	2	-1

The list continues.
SMILES	PostGolgi yeast	Pyk2 oligo antag	CYP2C9 inhib	PTPN22 act	CYP2C9 activ	PostGolgi ctrl	DAT uptake mod	PTPN22 inh 2	Ecoli WT expand
Cn1cnnc1SCC(=O)N(Cc1ccc2c(c1)OCO2)C1(C(=O)NC2CCCCC2)CCCC1	-3	0.45	26	x	0.7	-7	-0.16	x	-1
O=c1c2ccccc2nc(CSc2ncnc3nc[nH]c23)n1-c1cccc(C(F)(F)F)c1	-1	-0.33	6	3	0.9	6	0.27	-2	-5
O=C(CCC(=O)OCC(F)(F)C(F)F)Nc1ccc(Cl)cc1	1	-0.31	9	18	0.9	-13	0.8	-18	-5
COc1ccc(C2C3=C(CCCC3=O)Nc3nc(C(F)(F)F)nn32)c(OC)c1OC (centres undefined)	-6	-0.87	36	x	0.6	-4	1.2	x	1
CCN1CCN(c2ncc3c(n2)CC(c2ccc(OC)c(OC)c2)CC3=O)CC1 (centres undefined)	-2	1.4	31	3	0.7	10	-1	-2	-2
Cc1ccc(S(=O)(=O)NCc2csc(C)n2)c(C)c1	9	0.17	9	5	0.9	-3	0.22	-8	1
C/C(N)=C(/C#N)C(=O)COC(=O)COc1ccc(Cl)cc1	3	0.9	-5	7	1.1	7	0.71	-9	7
CCN(CC)CCN1C(=O)C(=O)/C(=C(/O)c2c(C)[nH]c(C(=O)OC)c2C)C1c1cccnc1 (centres undefined)	9	-0.1	-16	-8	1.2	6	0.015	6	-2
CC(C)Nc1nc(Cl)nc(NNC(=O)C(C)Oc2ccccc2)n1 (centres undefined)	5	0.48	24	13	0.8	-8	-0.24	-7	9
O=C(NCC1CCCO1)c1ccc(CS(=O)(=O)c2ccc(Br)cc2)o1 (centres undefined)	4	x	14	4	0.9	-4	0.55	-7	-4
O=C(CCCC1=NS(=O)(=O)c2ccccc2N1)N1CCN(c2ccccc2)CC1	-4	0.02	24	40*	0.8	-3	1.3	-41	3
CN(Cc1cccc(F)c1)C(=O)c1ccc(S(=O)(=O)C(F)F)cc1	-2	1.4	-10	-5	1.1	10	-1	3	-2
COc1cc(S(=O)(=O)N2CCN(C)CC2)c(OC)cc1Cl	-2	-0.02	-13	8	1.1	1	-0.21	-6	3
COn1c(SCc2cccc(Cl)c2)nc2ccccc2c1=O	-6	-1.5	25	-5	0.8	18	1.5	7	3
COc1ccc(NC(=O)CSc2nc(O)cc(=O)n2C)cc1	9	-0.64	-11	-15	1.1	-2	-0.49	15	8
CN(CCC#N)c1ncnc2scc(-c3ccccc3)c12	26	-1	19	16	0.8	14	0.34	-20	3
O=C(c1ccccc1S(=O)(=O)NCC(O)COc1ccc([N+](=O)[O-])cc1)N1CCCCC1 (centres undefined)	-8	0.6	10	-7	0.9	7	1.5	3	7
COc1ccccc1NC(=O)N(CCCN1CCOCC1)Cc1cc2cc3c(cc2[nH]c1=O)OCO3	x	-0.01	8	x	0.9	x	2	x	x
CCCCCSc1nncc(=O)[nH]1	-2	0.77	-16	0	1.2	9	1.6	-1	7
COc1ccc(-c2c(C)oc3c(CN4CCN(C)CC4)c(O)ccc3c2=O)cc1	12	x	3	x	1	12	0.12	x	6
Clc1ncnc2c1oc1ccccc12	12	0.33	-6	-4	1.1	5	-1.1	6	11
CCOc1cc(N2CCOCC2)c(OCC)cc1NC(=O)COc1ncnc2ccccc12	0	0.27	10	-2	0.9	-1	-0.68	4	-8
O=C(CN1C(=O)c2ccccc2S1(=O)=O)N1CCN(c2ccc(F)cc2)CC1	13	0.41	-12	5	1.1	10	0.15	-6	3
O=C(NCC1CCCO1)c1c(O)c2c([nH]c1=O)CCCC2 (centres undefined)	2	0.24	14	-7	0.9	9	-0.82	6	-3

Single records, from the list above.
COc1ccc(NC(=O)CSc2nc(O)cc(=O)n2C)cc1 is listed with PostGolgi yeast = 9; Pyk2 oligo antag = -0.64; CYP2C9 inhib = -11; PTPN22 act = -15; CYP2C9 activ = 1.1; PostGolgi ctrl = -2; DAT uptake mod = -0.49; PTPN22 inh 2 = 15; Ecoli WT expand = 8
O=C(c1ccccc1S(=O)(=O)NCC(O)COc1ccc([N+](=O)[O-])cc1)N1CCCCC1 (centres undefined) is listed with PostGolgi yeast = -8; Pyk2 oligo antag = 0.6; CYP2C9 inhib = 10; PTPN22 act = -7; CYP2C9 activ = 0.9; PostGolgi ctrl = 7; DAT uptake mod = 1.5; PTPN22 inh 2 = 3; Ecoli WT expand = 7
COn1c(SCc2cccc(Cl)c2)nc2ccccc2c1=O is listed with PostGolgi yeast = -6; Pyk2 oligo antag = -1.5; CYP2C9 inhib = 25; PTPN22 act = -5; CYP2C9 activ = 0.8; PostGolgi ctrl = 18; DAT uptake mod = 1.5; PTPN22 inh 2 = 7; Ecoli WT expand = 3

More results:
SMILES	PostGolgi yeast	Pyk2 oligo antag	CYP2C9 inhib	PTPN22 act	CYP2C9 activ	PostGolgi ctrl	DAT uptake mod	PTPN22 inh 2	Ecoli WT expand
O=S(=O)(Nc1ccc(Cc2ccncc2)cc1)c1ccc(Br)s1	11	-1.9	100*	-1	0	7	0.22	0	2
COc1cc([C@H]2[C@@H]3CCCC[C@]3(O)CCN2Cc2ccccc2F)ccc1O	-6	-0.35	37	1	0.6	3	0.64	-3	1
Cc1ccc(C(C(=O)NCc2ccco2)N(C(=O)Cn2nnc3ccccc32)c2ccccc2)o1 (centres undefined)	-5	-1	7	-6	0.9	-5	0.017	4	-3
CC1CCN(C(=O)CCc2ccc(S(=O)(=O)NC(C)(C)C)cc2)CC1	-2	-0.06	63*	3	0.4	3	1.6	-1	-6
Nc1c(N2CCN(c3ccccc3)CC2)c2ccccc2oc1=O	5	-1.6	44	-9	0.6	7	-0.35	9	-2
Cc1cccc(NC(=S)N(C)C2(c3ccccc3Cl)CCCCC2=O)c1 (centres undefined)	9	-1.4	68*	-8	0.3	14	-1	6	-6
